mcGAS MS inh = blocks mouse cGAS cGAMP production. recombinant mouse cGAS, cGAMP by RapidFire MS. inhibition, % at 12.5 µM. 0.18% of 130,000 active. AID 1259397;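 active means inhibition of cGAS enzyme activity at or above 60%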;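 further: enzyme stimulated by 45 bp dsDNA with ATP and GTP substrates; cGAMP share of summed cGAMP plus half ATP and half GTP signals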
Target sequence (Q8C6L5 whole entry, looked up): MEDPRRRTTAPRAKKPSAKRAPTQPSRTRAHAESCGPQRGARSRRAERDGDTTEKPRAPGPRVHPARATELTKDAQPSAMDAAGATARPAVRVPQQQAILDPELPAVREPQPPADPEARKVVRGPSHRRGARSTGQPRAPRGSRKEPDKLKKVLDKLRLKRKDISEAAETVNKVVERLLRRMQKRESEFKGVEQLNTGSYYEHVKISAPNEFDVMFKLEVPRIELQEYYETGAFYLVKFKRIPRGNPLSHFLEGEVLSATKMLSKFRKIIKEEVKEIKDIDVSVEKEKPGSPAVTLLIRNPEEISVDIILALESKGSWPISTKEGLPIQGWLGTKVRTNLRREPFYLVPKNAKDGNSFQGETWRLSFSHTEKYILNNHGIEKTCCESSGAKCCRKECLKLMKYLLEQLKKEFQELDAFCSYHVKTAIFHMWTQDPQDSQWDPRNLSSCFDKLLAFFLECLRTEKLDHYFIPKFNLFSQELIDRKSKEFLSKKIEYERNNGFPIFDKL
An asterisk follows results filed as active; & = joins results of further samples.

SMILES | mcGAS MS inh
CCN1CCC(n2nccc2NC(=O)c2cnc(-c3ccsc3)s2)CC1 | -4
O=C(Nc1ccc(F)c(N2CCCS2(=O)=O)c1)c1ncoc1-c1ccco1 | 3
C#CCNC(=O)C(C#N)C(=O)C1(c2cccc(C)c2)CC1 (centres undefined) | 1
CCCN(C)c1ccc(C(=O)N(C)Cc2cscn2)cc1 | -6
O=C(NCC1CCCN(CC#Cc2ccccc2)C1)c1cccs1 (centres undefined) | -3
O=C(CCCC(=O)N1CCN2C(=O)CNC(=O)C2C1)c1ccccc1 (centres undefined) | -10
NC(N)=Nc1nc2ccccc2[nH]1 | -3
CS(=O)(=O)c1ccc(CN2CCc3nc4ccccc4c(C(=O)N4CCOCC4)c3C2)cc1 | -10
Cc1noc(NC(=O)c2ccc(S(=O)(=O)C3CCCC3)cc2)n1 | -5
O=C(NC1(c2ccc(Cl)cc2)CCC1)c1cnsn1 | -1
CSCC(=O)N1CCC2(CCCN(Cc3cccnc3)C2=O)C1 (centres undefined) | 5
CCCCc1nc2ccn(CC(=O)N(C)C)c(=O)c2n1Cc1ccc(-c2ccccc2-c2nn[nH]n2)cc1 | 3
CN(c1ccccc1)S(=O)(=O)c1ccc(NC(=S)NC(=O)/C=C/c2cccs2)cc1 | -2
Cc1cccc(C(=O)N2CCN(c3nc(C)cc(Nc4ccccc4)n3)CC2)c1 | -6
O=C(Nc1cccc(C(=O)N2CCCC2)c1)NC1CCCCC1 | -14
CCOC(=O)N1C2C=C(C)C(C3C(C)C(=O)N31)N(C(=O)c1ccccc1)O2 (centres undefined) | -16
CCn1c(C2CCN(Cc3ccnn3-c3ccccc3)CC2)nn(C)c1=O | -4
CC1(C)N=C(c2ccc(Cl)cc2)C(=S)N1 | -12
COCCN1CCCN(C(=O)c2sc(C)cc2OC(F)F)CC1 | -12
O=C(NCC1CCCN(Cc2ccccc2-c2ccco2)C1)c1ccc(F)cc1 (centres undefined) | -6
N=C1C(c2nc(-c3ccc(C(F)(F)F)cc3)cs2)C(=O)CN1CC1CCCO1 (centres undefined) | -5
CCOC(=O)c1nn(-c2ccccc2)c(=O)cc1OCC(=O)NCc1ccc(F)cc1 | -7
O=C(COc1ccc2c(c1)OCO2)NCCCn1nc(-c2ccc(F)cc2)ccc1=O | 6
COc1ccc(C(=O)NC2CC2)c(OC2CCN(Cc3nc(C(C)C)cs3)CC2)c1 | -12
O=C(OC1CC2CCC1C2)c1cc(Cl)ccn1 (centres undefined) | -2
SMILES | mcGAS MS inh
COc1ccccc1C(=O)Nc1c2c(nn1-c1cccc(C)c1C)CS(=O)C2 (centres undefined) | -9
CCn1cc(NC(=O)C2c3ccccc3Oc3ccccc32)ccc1=O | 3
COc1ccc(C)cc1Nc1nnc(SCC2CCCCO2)s1 (centres undefined) | -29
CN(C)c1ccc(C=Cc2cccc[n+]2C)cc1 | -10
COCC1=C(C(=O)OC(C)OC(=O)OC(C)C)N2C(=O)[C@@H](NC(=O)C(=NOC)c3csc(N)n3)[C@H]2SC1 (some centres undefined) | 9
O=C(CSC1=NCCS1)NC1CCCCC1 | -2
O=C(CCc1ccco1)N1CC[C@@H](c2ccc3ccccc3c2)[C@H](O)C1 | -8
O=C(CCCn1cccn1)N1CCOC(c2ccc(Cl)cc2)C1 (centres undefined) | -14
C=C1C2(C(=O)Nc3ccc(C)cn3)CCC(C2)C1(C)C (centres undefined) | 1
O=C1C=C(N2CCN(C3=CC(=O)CC(c4ccccc4)C3)CC2)CC(c2ccccc2)C1 (centres undefined) | 2
CCOCCn1c(=O)c2c(nc3n2CCN3c2ccc(OC)cc2OC)n(C)c1=O | -3
CCn1cc(NC(=O)NCc2cccc(OC)c2)c2ccccc21 | -1
NCCCCC(=O)N1CCOC(c2ccc(Cl)cc2)C1 (centres undefined) | -2
Cc1nn(Cc2nnc(C(C)(C)C)o2)c(C)c1Br | -5
O=C1CCC2(CCCO2)CCN1Cc1ccc(F)c(F)c1F (centres undefined) | -9
Cc1noc(C)c1CN(C)Cc1cc2n(n1)CCCNC2 | -6
O=C(c1cnccn1)N1CCC2(CCCN(Cc3cccc(F)c3F)C2)C1 (centres undefined) | 4
N#CC(=Cc1ccc(C(F)(F)F)cc1)c1ccccc1 | -7
Cc1ccc(CN(CCc2ccccc2)C(=O)CNC2CCCCC2)o1 | -7
Cn1c(CO)cnc1SCc1noc(C2CC2)n1 | 6
CCOC(=O)CCCCC(=O)c1[nH]c(=O)[nH]c1Cn1ccnc1 | -10
CCNC(=O)Cc1ccc(-c2cnc3ccccc3c2)cc1 | -8
C=C(C)COc1ccc(C(=O)NC(C)Cc2cnccn2)cc1 (centres undefined) | -16
O=C(NCCC12CC3CC(CC(C3)C1)C2)C1=COCCO1 | -9
COc1cccc(CN(C)C(=O)c2ccc(OC3CCN(Cc4ccccn4)CC3)cc2)c1 | -11

3 compounds from above, arranged by SMILES length, highest first.
SMILES | mcGAS MS inh
CCOCCn1c(=O)c2c(nc3n2CCN3c2ccc(OC)cc2OC)n(C)c1=O | -3
CCOC(=O)CCCCC(=O)c1[nH]c(=O)[nH]c1Cn1ccnc1 | -10
NCCCCC(=O)N1CCOC(c2ccc(Cl)cc2)C1 (centres undefined) | -2

(list continues)
SMILES | mcGAS MS inh
Cc1onc(C(=O)N(C)CCn2ccc3ccccc32)c1CO | -13
CCCC1CCc2nc3ccccc3c(C(=O)O)c2C1 (centres undefined) | -6
O=C(CSc1nc(=O)n2cc(Cl)ccc2n1)Nc1cccc2ccccc12 | -5
CCOc1ccc(OCCCOc2ccc(C)cc2I)cc1 | -4
COC(=O)[C@H](C(C)C)N(C)C(=O)C1CCCN(Cc2cnc3ccccn23)C1 (some centres undefined) | -2
CCCNC(=O)c1nnc2n1CCN(C(=O)C1(c3ccc(Cl)cc3)CCCC1)C2 | -10
Cc1cccc2ncc(CO)n12 | -1
CNc1snc(C)c1C(=O)NC1CCCC(C)C1 (centres undefined) | -10
O=C(Cn1nnnc1CN1CCCC1)N1CCc2ccccc2C1 | -7
CC(c1ccccc1)N1CCC(NC(=O)c2cc(=O)c3ccccc3o2)C1 (centres undefined) | -14&-4
CCc1nc(NC(=O)c2cc(S(C)(=O)=O)ccc2Cl)sc1C | -7
O=C1Nc2c(c(=O)[nH]c(=S)n2Cc2ccccc2)C(C(F)(F)F)(C(F)(F)F)N1 | -9
COC(=O)CCn1c(=O)c2c(nc3n(Cc4ccco4)c(C)cn23)n(C)c1=O | -3
O=c1c2cnc3ncnn3c2ccn1CCS | -7
CC1=NN(C(=O)c2cccc(C)c2O)C(O)(C(F)(F)F)C1 (centres undefined) | -1
CN1CCC2(CC1)CN(C(=O)COCC1CCCO1)CCCN2C (centres undefined) | -8
CCOc1ccc(-n2c(C)cc3c2CCC(C(=O)C(F)(F)F)=C3O)cc1 | 1
Cc1nc2ccccn2c(=O)c1NC(=O)Cc1ccc(F)cc1 | 12
CC(C)c1cc(C2CCN(C(=O)C3CCN(Cc4ccco4)CC3)CC2)[nH]n1 | -14
CCCn1c(=O)c(C(=O)Nc2ccc(Cl)cc2)c(O)c2ccccc21 | -13
O=C(Cc1ccsc1)NC1CC(=O)N(CCc2ccccc2)C1 (centres undefined) | -10
Cc1ccc(F)c(CNC(=O)C2CCC(=O)N(CCN3CCOCC3)C2)c1F (centres undefined) | -1
CC(=O)NCc1ccc(-c2cccc(C(F)(F)F)c2)nc1 | -8
CC(C)COc1ccccc1CN(C)C(=O)c1cccc(N2CCNC2=O)c1 | -21
CC(C(=O)NCc1nnc2n1CCC2)N1C(=O)c2cccc3cccc1c23 (centres undefined) | 6
SMILES | mcGAS MS inh
CCn1cccc(-c2nnc(SCC(=O)NCc3ccccc3Cl)n2C)c1=O | -6
Nn1c(SCC(=O)Nc2cccc(Cl)c2Cl)nnc1-c1ccc(Cl)cc1 | -7
FC(F)(F)c1cccc(CCC2CCCNC2)c1 (centres undefined) | 5
O[C@@H]1CN(Cc2ccncc2Cl)CC[C@H]1c1ccc2c(c1)OCO2 | -3
CCOC(=O)/C(C#N)=C1/C=CN(c2ccc(C)cc2)C=N1 | -26
N#Cc1cnn(C(=O)c2ccc(SC(F)F)cc2)c1N | 4
CC(=O)CCCCC(=O)N1CCC2(CC1)Nc1ccccc1C(=O)N2C1CCCC1 | -6
CC1CCCN(c2cc(C(=O)NC3CCCc4ccccc43)c3ccccc3n2)C1 (centres undefined) | -2
N#Cc1cccc(NC(=O)CN2CCC3(CC2)CC(=O)c2c(ccc4ccccc24)O3)c1 | -4
CC1(C(=O)NS(=O)(=O)c2ccc(Br)cc2)CCN1C(=O)CCc1ccccc1 (centres undefined) | -18
C=CCNC(=O)CSc1nc2ncc(Cl)cc2[nH]1 | -7
COc1ccc(CSc2nnc(C)s2)cc1F | -1
O=c1[nH]c2c(-c3ccccc3)c(O)cn2c2c1sc1ccccc12 | 70*
Cc1[nH]n2c(=O)c3c(nc2c1-c1ccc(F)cc1)CCC3 | 0
O=C(c1ccc(=O)n(Cc2cccc(F)c2)n1)N1CCc2ccccc21 | -5
COCCn1c(CN2CCCCC2)nc2c1c(=O)n(C)c(=O)n2C | -3
CCn1ccnc1CNC(=O)c1coc(COc2cccc(C(F)(F)F)c2)n1 | -10
Cc1nc(CN(C(=O)c2ccc(C3CCCO3)s2)C(C)C)no1 (centres undefined) | -10
Cc1nc2ncnn2c(C)c1CC(=O)Nc1nccs1 | -6
CN1CC2(CCCN(Cc3nnc(-c4ccco4)o3)CC2)OC1=O (centres undefined) | -20
Cc1[nH]n(-c2ccccc2)c(=O)c1[N+]#N | -8
CN1CCc2c(C#N)c(NCC3CCCO3)n3cnnc3c2C1 (centres undefined) | -4
N#CCCN(Cc1ccco1)S(=O)(=O)c1cccc(C(=O)O)c1 | -19
CN1CCN(S(=O)(=O)c2ccc(NCC(c3ccco3)N3CCCCC3)nc2)CC1 (centres undefined) | -11
O=C(Cn1nnc2ccccc2c1=O)NCc1cccnc1 | -6
SMILES | mcGAS MS inh
CCOc1ncnc2c1sc1nc(C)c3c(c12)CC(C)(C)OC3 | 7
COc1ccc(NC2CCCN(C(=O)CCCN3CCCC3=O)C2)cc1OC (centres undefined) | -7
O=C(COC(=O)C12CC3CC(CC(C3)C1)C2)Nc1c(F)c(F)c(F)c(F)c1F | -6
CC(C)CN1CCC(NCC(C)Oc2cccnc2)CC1 (centres undefined) | -18
CC(=O)CSc1nc2ccccc2c(=O)n1Cc1ccco1 | 4
NC(N)=NCc1ccc(CN2CCOCC2)cc1 | 6
CCOC(=O)C1CCN(C(c2ccc(C)cc2)C2Sc3nc(C)nn3C2=O)CC1 (centres undefined) | -9
Cc1ccc(-c2nc3c4c5c(sc4[nH]c(=O)n3n2)CCC5)cc1 | 1
O=C(c1ccc(N2CCCNCC2)nc1)N(Cc1ccccc1)C[C@@H]1CCC[C@@H]1O | -3
CC1CCC(N2CCC(N(C)CCC#N)CC2)CC1 (centres undefined) | -8
CC(C)S(=O)(=O)c1oc(-c2cccs2)nc1S(=O)(=O)c1ccccc1 | 1
CC(Sc1ccc(S(=O)(=O)N(C)C)cn1)C(=O)NC(C)c1ccc(F)cc1 (centres undefined) | -5
Cc1ccc(Cn2nnc3c(=O)n(Cc4ccc(Cl)c(Cl)c4)cnc32)cc1 | 4
COc1cc(Cl)c(S(=O)(=O)n2nnc3ccccc32)cc1Cl | -2
O=C1COCc2cc(-c3ccc4c(c3)OCO4)ccc2N1CCN1CCOCC1 | 1
O=C(C1CCCO1)N1CCC(NCc2cccc(-n3cccn3)c2)CC1 (centres undefined) | -15
Cc1cccnc1CN1CCN(Cc2cc(C(C)(C)C)n[nH]2)CC1 | -14
Cc1ccc(NC(=O)C(=O)N2CCC3(CC2)OCCN3S(=O)(=O)c2c(C)cc(C)cc2C)cc1 | -1
Cc1nc(NCCCN2CCOCC2)c2c(C)c(C)sc2n1 | 2
Cc1ccc(S(=O)(=O)n2nc(C)c(S(=O)(=O)N3CCCC(C)C3)c2C)cc1 (centres undefined) | -8
CNc1snc(C)c1C(=O)OC(C)C(=O)NCc1ccc(F)cc1 (centres undefined) | -31
Cc1ccc(C)c(N2CCN(S(=O)(=O)c3ccccc3)CC2)c1 | -4
Cn1nnc2c(N3CCN(C(=O)COc4cccc5c4OC(C)(C)C5)CC3)ncnc21 | -4
Cc1cc(C(=O)O)ccc1S(=O)(=O)N(C)c1cc(F)ccc1F | -7
Cc1noc(CN(C)Cc2cnc(N3CCOCC3)nc2)n1 | -6

Among those listed so far, these have a Cl atom.
SMILES | mcGAS MS inh
O=C(NC1(c2ccc(Cl)cc2)CCC1)c1cnsn1 | -1
CC1(C)N=C(c2ccc(Cl)cc2)C(=S)N1 | -12
O=C(OC1CC2CCC1C2)c1cc(Cl)ccn1 (centres undefined) | -2
O=C(CCCn1cccn1)N1CCOC(c2ccc(Cl)cc2)C1 (centres undefined) | -14
NCCCCC(=O)N1CCOC(c2ccc(Cl)cc2)C1 (centres undefined) | -2
O=C(CSc1nc(=O)n2cc(Cl)ccc2n1)Nc1cccc2ccccc12 | -5
CCCNC(=O)c1nnc2n1CCN(C(=O)C1(c3ccc(Cl)cc3)CCCC1)C2 | -10
CCc1nc(NC(=O)c2cc(S(C)(=O)=O)ccc2Cl)sc1C | -7
CCCn1c(=O)c(C(=O)Nc2ccc(Cl)cc2)c(O)c2ccccc21 | -13
CCn1cccc(-c2nnc(SCC(=O)NCc3ccccc3Cl)n2C)c1=O | -6
Nn1c(SCC(=O)Nc2cccc(Cl)c2Cl)nnc1-c1ccc(Cl)cc1 | -7
O[C@@H]1CN(Cc2ccncc2Cl)CC[C@H]1c1ccc2c(c1)OCO2 | -3
C=CCNC(=O)CSc1nc2ncc(Cl)cc2[nH]1 | -7
Cc1ccc(Cn2nnc3c(=O)n(Cc4ccc(Cl)c(Cl)c4)cnc32)cc1 | 4
COc1cc(Cl)c(S(=O)(=O)n2nnc3ccccc32)cc1Cl | -2

Compound activity from PubChem BioAssay.

A portion of the library; the hit share may differ from the screen's.
